High-throughput results from PubChem BioAssay.
WT yeast gro inh: growth inhibition of WT yeast, mitochondrial fusion screen. mitochondrial fusion phenotypic screen, WT strain. inhibition, % at 10 µM. 190,000 compounds, 2.1% hits. AID 1362; in the data active means inhibition above about 58%; tested in S. cerevisiae
M1AAP inhibition: malaria alanyl aminopeptidase activity blockers – biochemical, fluorogenic H-Leu-NHMec substrate, 1536-well (AID 1445); recombinant M1AAP, H-Leu-NHMec fluorogenic kinetic assay; higher % means a stronger effect; inhibition, % at 30 µM, or IC50 in µM where a hit was titrated; 220,000 compounds, 0.42% hits;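 active means primary inhibition above the hit cutoff, then over 50% inhibition at one or more dose response concentrations, cut at about 23% in these data, passing the limit was not always enough; inconclusive means conflicting primary data, or primary hits not chosen for dose response; inactive means low primary inhibition, or under 50% at every dose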;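 further: plate controls were DMSO full reaction for no effect and no enzyme background for full effect; strong numbers were not always called active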
M17LAP inhibition: P. falciparum M17LAP inhibitors, primary screen, biochemical, fluorogenic H-Leu-NHMec substrate, 1536-well (AID 1619); inhibition, % at 30 µM, or IC50 in µM where a hit was titrated; 220,000 compounds, 0.38% hits; recombinant M17LAP, H-Leu-NHMec fluorogenic kinetic assay; higher % means a stronger effect;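 active means compound inhibiting the enzyme by more than half at any dose during confirmatory dose-response retesting; inconclusive means strong single-dose inhibitors picked by rank but not retested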;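 further: plate controls were full reaction with DMSO carrier for no effect and no enzyme background for full effect; strong numbers were not always called active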
MT stabilizer: stabilizes microtubules in HeLa cells; HeLa tubulin immunostaining HCS, 24 h; share of cells brighter than vehicle mean+2SD; AID 2205; 200,000 compounds, 0.83% hits; % tubulin-high responders, % at 10 µM;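 active means plate Z-score above 3 for both tubulin-high and condensed-nucleus cell shares, with cell loss under 80%, at 10 µM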;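 further: anti alpha tubulin signal scored within the nucleus-defined area of each cell; some results filed as inactive read as strong as hits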
b-catenin transl: modulators of beta-catenin nuclear translocation. HeLa beta-catenin nuclear translocation, immunofluorescence imaging. nuclear translocation activity, % at 5 µM. 190,000 compounds, 0.3% hits. AID 1665;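 active means nuclear translocation activity above 50% at 5 µM, with a well cell count of 50 or more; inconclusive means wells under 50 cells across six images, flagged as toxic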;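 further: per-cell ratio of nuclear to cytoplasmic median beta-catenin stain intensity; plate controls were DMSO negative control for no effect and GSK-3 inhibitor IX positive control for full effect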
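assay system = human HeLa cells, endogenous beta-catenin | times = compound treatment 24 h, 37°C, 5% CO2 | detection = Anti-beta-catenin immunofluorescence on PFA-fixed, Triton-permeabilized cells, DAPI nuclei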
Dynein transport: blocks dynein driven cargo transport along microtubules; 3617.4 mouse cells, GR-EGFP nuclear translocation imaging; test concentration mostly 20 µM; stimulated with dexamethasone, 1 µM; active compounds read low; z-score, hits read low; 220,000 compounds, 0.47% hits;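 active means plate z-score of nuclear minus cytoplasmic receptor signal below a set negative limit, without overly bright fluorescence or cell loss, cut at about -3.5 in these data, passing the limit was not always enough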;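 further: z-score of nuclear minus cytoplasmic ring GR-EGFP intensity difference per well; some compounds called inactive have numbers as strong as hits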
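Buffer or medium – tet-free medium with charcoal-stripped serum · Signal – automated 10x imaging of fixed Hoechst-stained cells · Also added – dexamethasone agonist, 1.0 µM final, for 30 min · Incubation – induction 48 h, compound 1 h, agonist 30 min · Read-out – GR-EGFP nuclear translocation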
T cell HTS: modulates CD8 T cell binding to vesicles | 2C CD8+ T cell-vesicle binding, flow cytometry; active compounds read low | calls only at 7 µM | 330,000 compounds, 0.068% hits | AID 2052;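 active means response, share of CD8 T cells binding vesicles, and their 90th percentile fluorescence all below set limits, cut at about 80% in these data, passing the limit was not always enough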
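Also added: QL9-peptide-loaded Drosophila micro-vesicles bearing Ld, ICAM-1 and B7-1; Test system: purified 2C TCR transgenic mouse naive CD8+ T cells; Measured by: cytometric PE anti-B7-1 and Alexa647 anti-CD8 signals after 1% paraformaldehyde fixation; Timing: binding step 1.5 h, 37 °C, antibody labelling 20 min, ice.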
Yfh1-depleted yeast: mitochondrial function rescue without frataxin homolog – Friedreich's ataxia, plus single-dose screen, dose response (AID 1465); fold induction at 50 µM; hits with a dose series show EC50 in µM; S. cerevisiae Yfh1-off respiration, WST-1 reduction, 72 h; higher fold induction means a stronger effect; 220,000 compounds, 0.074% hits;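 active means fold induction of absorbance versus untreated yeast above a set limit, then at least 30% activation at any dose in follow-up; inconclusive means repeats straddling the limit, or above it without dose testing; inactive means fold induction below the set limit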;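 further: activators that raise dye reduction in frataxin-depleted yeast; strong numbers were not always called active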
Autophagy HCS: alters autophagy in cells; AID 463193; 190,000 compounds, 0.98% hits; MEF GFP-LC3 puncta imaging; test concentration mostly 10 µM; calls only at 10 µM (by protocol);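 active means percentage of spot-positive cells more than 3 SD above its plate mean, without a fluorescence outlier flag or 80% toxicity; inconclusive means no clear call, values can overlap the other calls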;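 further: spot-positive cell cutoff set from DMSO-treated cells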
WT yeast gro inh mutant strain: further read-out of WT yeast gro inh, marked with its call; inhibition, %; mitochondrial fusion phenotypic screen, mutant strain inhibition
Dynein transport cytoplasmic EGFP: also measured in Dynein transport; calls as there; z-score; measured here: cytoplasmic GR-EGFP intensity; active compounds read high
Dynein transport nuclear GR-EGFP: further read-out of Dynein transport, marked with its call; z-score; measured here: nuclear GR-EGFP intensity;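 lower value marks the stronger effect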
Dynein transport cell count: second read-out of Dynein transport, no call of its own (marks repeat the call); z-score; measured here: cell count per field
b-catenin transl cell count 5 µM: recorded beside b-catenin transl, whose call it bears; cell count; measured here: cell count, cytotoxicity flag
T cell HTS vesicle-bound %: second read-out of T cell HTS, no call of its own (marks repeat the call); double positive events, %; measured here: CD8+ vesicle-bound cell fraction;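 binding gate set so that unloaded-vesicle control wells show 10% double positive cells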
MT stabilizer Hoechst-high %: recorded beside MT stabilizer, whose call it bears; % Hoechst-high responders; measured here: nuclear condensation Hoechst responders;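 share of cells brighter than vehicle mean plus two SD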
MT stabilizer cytotoxicity %: recorded beside MT stabilizer, whose call it bears; toxicity, %; measured here: cytotoxicity by cell density;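 0% = mean cell density of plate MIN control wells and 100% = no cells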
Autophagy HCS cell loss 18 h: second read-out of Autophagy HCS, no call of its own (marks repeat the call); toxicity, %; measured here: cell loss, nuclei count;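 cell loss after 18 h compound exposure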
Active calls of the source: *; i = inactive; u = inconclusive; x = no result given.

canonical_smiles,WT yeast gro inh,WT yeast gro inh mutant strain,M1AAP inhibition,M17LAP inhibition,MT stabilizer,MT stabilizer Hoechst-high %,MT stabilizer cytotoxicity %,b-catenin transl,b-catenin transl cell count 5 µM,Dynein transport,Dynein transport cytoplasmic EGFP,Dynein transport nuclear GR-EGFP,Dynein transport cell count,T cell HTS,T cell HTS vesicle-bound %,Yfh1-depleted yeast,Autophagy HCS,Autophagy HCS cell loss 18 h
Cn1c(N)c(C(=O)COC(=O)c2ccc(S(=O)(=O)N3CCCCC3)cc2)c(=O)n(C)c1=O,-2.9,4.8,1.6%,1.5%,4.3,1.0,19.0,-4.4,1077,0.731,-0.306,0.639,-0.197,i,18.2,i,i,13.7
CCOP(=O)(OCC)c1nc(-c2cccc3ccccc23)oc1N1CCCCC1,52.9,7.2,15.6%,-49.9%,1.5,1.7,10.4,1.7,1075,-0.0741,-0.286,-0.136,0.265,i,30.3,i,i,7.3
CCCC1C(c2ccco2)NC(c2ccco2)CC1(C)O (stereo unspecified),-5.7,2.8,6.4%,3.1%,3.6,2.5,11.7,-6.3,949,0.676,-0.328,0.507,0.11,i,20.8,i,i,3.6
Cc1cc(C)c(S(=O)(=O)n2ccc(-c3ccc(OCCN(C)c4ccccn4)cc3)n2)c(C)c1,-1.9,-15.5,-1.5%,-4.0%,3.4,1.2,6.1,x,x,-0.523,-0.186,-0.455,-0.561,i,28.2,i,i,16.2
O=C(CN1CCOCC1)Nc1ccc2c(c1)CCC2,x,x,-1.2%,-20.2%,x,x,x,-0.1,1228,-0.288,-0.853,-0.331,0.1,i,33.7,i,x,x
CSc1nnc2c(n1)[nH]c1c(C)cccc12,-5.5,7.6,0.8%,-3.2%,4.7,3.3,4.2,-2.9,1047,0.521,-0.231,0.104,0.115,x,x,i,i,31.8
Cc1ccc(NC(=O)COC(=O)c2cc(C)nc3ccccc23)c([N+](=O)[O-])c1,-1.6,-7.7,6.4%,6.2%,7.5,1.2,9.1,-1.8,1093,-0.35,-0.0837,-0.115,-0.673,i,44.7,i,i,-8.6
Nc1nc(NCc2ccco2)nn1-c1ccccc1,-8.7,-1.9,7.1%,8.6%,3.9,1.9,5.8,-1.1,1156,-0.381,-0.257,-0.567,0.56,i,63.4,i,i,8.7
COCc1c(Br)c(C)nc(OCC(=O)N/N=C/c2cc(C)n(-c3ccc([N+](=O)[O-])cc3)c2C)c1C#N,-8.2,2.6,12.0%,13.8%,2.8,3.1,8.5,-1.8,1145,-0.226,-0.2,-0.178,0.144,i,61.2,i,i,6.8
CC1(C)C2CCC1(CS(=O)(=O)Nc1ccc(S(=O)(=O)N3CCCCC3)cc1)C(=O)C2 (stereo unspecified),-4.9,6.3,5.5%,29.9%,8.8,1.6,8.8,0.7,809,-0.296,-0.236,-0.178,0.212,i,21.7,i,i,-6.1
O=C(NC1CCCc2ccccc21)C1CCN(S(=O)(=O)c2cccc3nsnc23)CC1 (stereo unspecified),0.3,5.2,-0.6%,5.4%,7.0,4.5,0.5,-0.6,1084,0.383,-0.347,0.198,-0.177,i,47.8,x,i,-6.6
CCC(=O)Nc1nc(C)c(-c2csc(Nc3ccc(S(=O)(=O)Nc4cc(C)on4)cc3)n2)s1,-1.8,-3.1,6.4%,3.6%,2.6,2.0,6.6,x,x,0.146,-0.234,0.533,1.61,x,x,i,i,30.7
CC(C)CC(c1nnnn1CC1CCCO1)N1CCN(c2nc3ccccc3s2)CC1 (stereo unspecified),28.8,8.3,-3.5%,-1.5%,3.1,2.8,9.4,-1.2,1177,-1.19,-0.233,-0.511,1.08,x,x,i,i,-1.8
CN(Cc1ccccc1)C(=O)c1nc2ccccn2c1CN1CCc2sccc2C1,9.5,15.4,5.9%,-0.8%,3.8,1.9,5.1,1.4,981,-1.08,-0.311,-0.539,1.01,i,38.1,i,i,21.0
CC(C)C1C(C#N)=C(N)SC(N)=C1C#N,1.6,-3.7,1.0%,13.6%,4.7,2.3,13.1,0.2,1169,-0.351,-0.302,0.143,0.0425,i,15.2,i,i,12.7
O=C(Cn1nnc(-c2cccs2)n1)NCCc1ccccc1,-12.2,-12.1,4.3%,0.5%,2.5,2.0,3.7,-4.0,502,0.287,-0.223,0.0615,-0.0606,i,42.4,i,i,-2.6
Nc1nc2c3ccccc3nc(C3CC3)n2n1,-3.5,-3.3,5.5%,0.6%,4.8,1.8,2.8,-1.3,1007,1.36,-0.271,-0.198,0.376,i,27.0,i,i,6.7
Cc1cc(SCC(=O)NC(=O)NCc2ccco2)nc2ccccc12,3.8,-11.7,6.4%,9.4%,2.8,2.6,9.6,-1.1,850,-0.351,0.114,0.0351,-0.14,i,41.8,i,i,-2.6
O=S(=O)(c1ccc2nc(-c3ccco3)c(-c3ccco3)nc2c1)N1CCOCC1,4.8,9.5,11.8%,9.7%,5.0,2.4,1.9,-1.4,886,-0.461,-0.204,0.0232,0.0246,i,34.0,u,i,-6.0
COC(=O)C1=CNC=C(C(=O)OC)C1c1ccc(C(=O)OC)cc1,11.2,6.5,9.8%,-223.6%,3.0,1.8,2.7,-5.2,1007,1.15,-0.252,1.21,-0.294,i,20.6,i,i,6.0
CCOc1ccc(N=C2Sc3nc4ccc(C)cc4cc3CN2CCOC)cc1,27.4,12.8,3.0%,1.8%,3.1,1.2,6.4,-2.0,1112,0.348,-0.201,0.0223,-0.0498,i,7.7,i,i,3.3
O=C(N/C(=C/c1cccs1)C(=O)N1CCOCC1)c1cccs1,1.0,10.0,9.2%,10.9%,1.7,2.1,7.6,-4.9,1144,-0.286,0.0998,0.00725,0.347,i,53.2,i,i,6.4
Cc1cc(=O)[nH]c(SCC(=O)c2c(N)n(C)c(=O)n(C)c2=O)n1,-4.8,-71.5,-10.1%,-3.2%,2.6,1.7,6.8,-2.3,1226,-0.193,-0.231,0.521,0.789,i,44.0,i,i,29.8
CCOC(=O)c1cc(C)sc1/N=C/C1=C(O)CCCC1=O,7.1,-0.2,9.3%,4.1%,2.3,2.8,0.3,0.4,915,-0.729,-0.206,-0.432,1.14,i,10.9,i,i,4.6
O=C(COC(=O)C1CC1)NC(=O)NCc1ccccc1,-3.0,10.6,3.2%,1.7%,3.0,2.6,6.7,0.0,1128,-0.0797,-0.285,0.202,0.347,i,48.3,i,i,7.5
Cc1ccc(/C=C/C(=O)NCc2cccs2)cc1,2.9,-19.7,2.5%,-1.9%,2.6,0.5,6.5,1.3,471,0.421,0.222,0.448,0.89,i,31.7,i,i,14.1
COc1ccccc1CCNC(=O)c1cnccn1,9.1,-12.3,8.9%,6.6%,2.9,2.0,7.0,3.3,939,0.357,-0.285,0.182,0.591,i,28.8,i,i,-9.1
O=C(CSc1nncn1-c1ccccc1)NCc1cccs1,-2.0,12.2,3.9%,1.4%,1.3,2.5,9.6,-7.9,1230,-1.46,-0.314,-0.73,0.599,i,8.8,i,i,0.3
Cc1cc(C(=O)N/N=C/c2ccc([N+](=O)[O-])s2)n[nH]1,x,x,7.7%,2.5%,x,x,x,0.3,1334,-0.816,0.244,-0.36,0.721,i,16.1,i,x,x
CCCc1cc2c(cc1NC(=O)c1ccco1)OCO2,13.8,0.7,3.0%,-0.8%,3.3,1.9,1.8,-5.6,1102,-0.817,0.0159,0.231,0.763,i,28.0,i,i,8.1
O=C(O)c1ccc(N2C(=O)CC(Cc3ccccc3)C2=O)cc1 (stereo unspecified),6.2,-1.4,3.4%,-6.2%,3.6,2.6,4.4,0.1,1119,0.729,-0.248,0.382,-0.444,i,23.6,i,i,-14.4
COc1ccc(-c2nc(CS(=O)CC(=O)NCc3ccc(Cl)cc3)c(C)o2)cc1 (stereo unspecified),13.6,0.6,8.0%,4.7%,2.4,5.2,5.3,x,x,-1.26,-0.209,-0.62,0.698,i,17.4,i,i,-2.9
Cc1ccc(NCC(=O)Nc2c(C)n(C)n(-c3ccccc3)c2=O)cc1S(=O)(=O)N(C)C,x,x,2.2%,3.0%,x,x,x,-0.9,1371,-0.696,-0.246,-0.44,1.63,i,41.0,i,x,x
CC(C)C1CC(C(F)(F)F)n2nc(C(=O)O)cc2N1 (stereo unspecified),1.7,0.9,-1.6%,-2.7%,2.8,1.5,6.6,0.3,1519,-0.69,-0.242,-0.231,0.856,i,25.0,i,i,29.6
CC(C)[C@H](NC(=O)c1ccc(Cl)c([N+](=O)[O-])c1)C(=O)NCc1ccc(F)cc1,-14.6,-0.7,3.8%,-6.8%,3.4,2.8,8.7,2.7,1044,0.188,-0.0137,0.229,-0.145,i,49.7,i,i,10.1
Fc1ccccc1N1CCN(Cc2cnc(Cl)s2)CC1,10.2,29.7,1.1%,-2.6%,3.6,1.3,2.6,-3.1,1154,2.62,0.422,1.94,-1.99,i,42.2,i,i,32.1
CN(C)CCN(Cc1ccccc1)c1ccnc(N(C)C)c1C#N,-0.3,-0.4,1.5%,6.0%,2.4,2.1,5.6,-6.2,893,0.173,-0.0968,0.0747,0.0452,i,16.1,x,i,-0.7

Compounds were not picked by outcome, and some 4.4% of all compounds hit somewhere here.
